# Assay outcomes: PubChem BioAssay, National Center for Advancing Translational Sciences (NCATS)
# D1 PAM: Potentiators of Human D1 Dopamine Receptor: qHTS; D(1A) dopamine receptor (Homo sapiens), P21728; HEK293 TREx D1 cells, calcium flux, dopamine EC20 potentiation; potentiation, % at 10 µM; AID 504651, 2011; actives 0.036% (n = 360,000); in the data active means potentiation above about 30%; further: 0% is about no effect
# Target sequence (P21728 whole entry, looked up): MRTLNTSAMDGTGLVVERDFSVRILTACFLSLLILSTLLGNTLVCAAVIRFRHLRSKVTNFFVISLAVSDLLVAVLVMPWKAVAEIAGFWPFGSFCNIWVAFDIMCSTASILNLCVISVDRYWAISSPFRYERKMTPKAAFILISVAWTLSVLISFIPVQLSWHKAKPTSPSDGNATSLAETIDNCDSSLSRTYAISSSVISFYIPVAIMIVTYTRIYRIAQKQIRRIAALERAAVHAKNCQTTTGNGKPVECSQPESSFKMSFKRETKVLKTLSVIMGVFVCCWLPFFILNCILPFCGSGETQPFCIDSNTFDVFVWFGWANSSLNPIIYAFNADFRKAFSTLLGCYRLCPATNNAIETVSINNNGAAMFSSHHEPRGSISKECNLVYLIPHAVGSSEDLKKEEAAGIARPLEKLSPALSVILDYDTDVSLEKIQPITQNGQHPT
# Vif-APOBEC3G blk: qHTS for Inhibitors of Vif-A3G Interactions: qHTS. DNA dC->dU-editing enzyme APOBEC-3G (Homo sapiens), Q9HC16. HeLa A3G-eYFP + Vif (tagged APOBEC3G with the HIV-1 protein that degrades it), YFP fluorescence, overnight. Potency, µM (top dose mostly 46.1 µM), for inactives: at the top dose activity, negative = active, usual class: inhibitors. actives 0.076% (n = 410,000);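 further: potency means the concentration at half of the fitted maximal effect; on the % scale 0 is the no-effect control and ±100 the full control effect; nearly all actives have a fitted effect of over 60% in size; hits raise eYFP signal because A3G escapes Vif-driven loss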
# Target sequence (Q9HC16 whole entry, looked up): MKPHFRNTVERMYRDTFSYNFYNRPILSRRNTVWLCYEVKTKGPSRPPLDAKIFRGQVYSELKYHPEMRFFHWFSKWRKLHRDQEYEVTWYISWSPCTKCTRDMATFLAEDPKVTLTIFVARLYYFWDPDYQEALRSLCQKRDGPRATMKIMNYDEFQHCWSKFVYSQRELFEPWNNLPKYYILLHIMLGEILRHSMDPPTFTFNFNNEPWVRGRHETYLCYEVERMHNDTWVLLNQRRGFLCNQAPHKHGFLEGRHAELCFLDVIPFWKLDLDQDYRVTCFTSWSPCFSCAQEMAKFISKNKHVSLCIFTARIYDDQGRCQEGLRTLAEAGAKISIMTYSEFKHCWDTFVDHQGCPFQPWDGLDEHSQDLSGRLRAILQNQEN
#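 Read-out is eYFP fluorescence (Ex 488/Em 500-530) from Vif-expressing HeLa A3G-eYFP cells; more signal means A3G escaped Vif-mediated degradation. Cells plated overnight, compound pinned in, incubated overnight at 37 deg C.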
# GRP78 ERSR act: qHTS for Inducers of the Endoplasmic Reticulum Stress Response (ERSR) in Human Glioma: qHTS | U87-MG GRP78 promoter luciferase reporter, 16 h | Potency, µM, for the others: at the highest dose activation, usual class: activators | actives 0.02% (n = 420,000) | AID 602332, 2012; further: potency means the concentration at half of the fitted maximal effect; series mostly up to about 76 µM; % of control where 0% means no effect; nearly all actives have a fitted effect of over 35% in size
#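 ERSR induction read as luciferase luminescence (Bright-Glo, 10 min at room temperature) in stably transfected human U87-MG glioma cells exposed to compounds for 16 h, using GRP78 as sensor.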
# D1 agonist: Allosteric Agonists of the Human D1 Dopamine Receptor: qHTS; D(1A) dopamine receptor (Homo sapiens), P21728; HEK293 T-REx D1 cells, calcium flux, agonist mode; activation, % at 2 µM; actives 1% (n = 360,000); in the data active means activation above about 30%; further: 0% is about no effect
#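 Agonism was scored from calcium flux recorded over 180 s (1 read/s) after pintool compound addition, following a 10-cycle baseline. Cells were inducible force-coupled HEK293 TREx D1, plated overnight at 30 C and loaded with no-wash calcium dye.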
# D2 PAM: HTS Assay for Positive Allosteric Modulators of the Human D2 Dopamine Receptor: Primary Screen for Potentiators | actives 0.34% (n = 340,000) | D(2) dopamine receptor (Homo sapiens), P14416 | AID 485347, 2010 | HEK293 T-REx D2, calcium flux, EC20 dopamine potentiation | potentiation, % at 10 µM;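 active means potentiation over 3 SD above the plate norm, cut at about 30% in these data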; further: 0% is about no effect
#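 Calcium flux readout, no-wash dye, 1 read/s. Inducible HEK293 Trex D2 line, overnight 30 C. Compound alone 180 s (agonist flags), then EC20 dopamine, another 180 s to score potentiation.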
# RXFP1 ag: qHTS Assay for Agonists of the Relaxin Receptor RXFP1; Relaxin receptor 1 (Homo sapiens), Q9HBX9; HEK293T-RXFP1 cAMP TR-FRET, 30 min; response scale: percent of porcine relaxin response, buffer zero; Potency, µM (titrated, usually from 57.5 µM), inactives show at the highest dose activation, most hits filed as activators; actives 0.3% (n = 370,000); AID 2676, 2010; further: potency means the concentration at half of the fitted maximal effect; on the % scale 0 is the no-effect control and ±100 the full control effect; nearly all actives have a fitted effect of over 60% in size; many of its hits are not listed in these tables
#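 Agonist response is measured as cAMP accumulation in an RXFP1-transfected HEK293T line under PDE4 inhibition. Values are scaled between buffer-only and 29 nM porcine relaxin, and EC50s come from standard Hill equation fits.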
# LDHA inh: qHTS assay for inhibitors of human lactate dehydrogenase; purified LDHA, NADH/diaphorase-resazurin fluorescence; stronger effect = lower value; activity change, % (values are at about 110 or 230 µM); actives 0.15% (n = 480,000); AID 1347041, 2019; in the data active means activity change below about -30%; inconclusive means mostly about -25% to -30%;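 further: plate controls were DMSO wells for no effect and wells without enzyme for full effect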
#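 Resorufin fluorescence (ex540/em590), read at 0 and 20 min after diaphorase/resazurin addition, reports the NADH left after a 5 min room-temperature reaction of 2 nM human LDH5 with 0.06 mM NADH and 0.2 mM pyruvate.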
# D1 antagonist: Antagonist of Human D 1 Dopamine Receptor: qHTS; activity change, negative = inhibition, % at 10 µM; actives 3.2% (n = 360,000); D(1A) dopamine receptor (Homo sapiens), P21728; AID 504652, 2011; HEK293 TREx D1 cells, calcium flux, dopamine EC80; stronger effect = lower value; in the data active means activity change below about -30%; further: on the % scale 0 is the no-effect control and ±100 the full control effect
#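 Compound effects on dopamine-evoked calcium signalling were measured in tetracycline-induced HEK293 Trex D1 cells. Dopamine at EC80 followed a 180 s compound pre-read, and fluorescence was tracked kinetically for 180 s more.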
# Vif-APOBEC3F blk: qHTS for Inhibitors of Vif-A3F Interactions: qHTS | HeLa A3F-eYFP + Vif (tagged APOBEC3F with the HIV-1 protein that degrades it), YFP fluorescence increase | Potency, µM (doses to about 46.1 µM), for the others: at the top dose activity, negative = active | actives 0.2% (n = 390,000) | AID 602313, 2012; further: potency means the concentration at half of the fitted maximal effect; % of control where 0% means no effect; nearly all actives have a fitted effect of over 65% in size
#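 Fluorescence increase (Ex 488/Em 500-530) after overnight compound treatment at 37 deg C flags inhibition of Vif-driven A3F-eYFP loss in stable HeLa A3F-eYFP/Vif cells seeded overnight beforehand.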
# * = called active by the depositor; ? = inconclusive; nt = no result given; & = joins results of further samples. Unless noted, the call rests on the fitted dose curve; in most records, active means well fitted curve in the direction sought with a large enough effect; inconclusive means small, poorly fitted or top-dose-only effect, or another doubt; inactive means no such curve, though single readings can be large; an effect the other way counts as inactive or inconclusive.
SMILES,D1 PAM,Vif-APOBEC3G blk,GRP78 ERSR act,D1 agonist,D2 PAM,RXFP1 ag,LDHA inh,D1 antagonist,Vif-APOBEC3F blk
CCCOc1ccc(C(=O)NC(C)C(=O)O)cc1 (stereo not drawn),0,0%,-2%,-1,5,-0.4%,-8,nt,-6%
CCCCCOC(=O)C1[C@H]2C(=O)N(Cc3cccs3)C[C@]23C=C[C@H]1O3 (stereo partly drawn),-12,3%,-1%,2,7,1.3%,-4,-26,0%
CC1(C)Cc2c(c(-c3ccccc3)nc(N3CCOCC3)c2C(N)=O)CO1,-10,2%,-3%,2,-4,0.9%,-5,1,nt
CN(C)/C=C(\C#N)C(=O)Nc1ccc(O)cc1F,12,-1%,2%,0,5,-2.6%,-2,-3,7%
Cn1c(=S)n(C)c2ccccc21,3,1%,0%,1,3,0.0%,3,32,3%
CCc1nnc(NC(=O)c2cc(-c3ccccn3)nc3ccccc23)s1,4,2%,-3%,2,1,-0.1%,-4,-19,-17%
O=C(c1cccc([N+](=O)[O-])c1)N1CCCC(C(=O)N2CCCCCC2)C1 (stereo not drawn),-3,-3%,-1%,1,6,3.5%,-5,15,0%
COC(=O)c1ccc(NC(=O)Cn2nnc(-c3cccs3)n2)cc1,-7,-1%,-5%,3,-2,0.8%,-5,9,-9%
Cc1cc(SCC(=O)c2cccs2)n2nc(C)c(-c3ccc(Cl)cc3)c2n1,-3,1%,-3%,8,9,-1.3%,-2,-8,-17%
CC(C)C[C@H](NC(=O)c1[nH]cnc1C(=O)N[C@@H](Cc1ccccc1)C(=O)OC(C)(C)C)C(=O)OCc1ccccc1,-1,0%,1%,13,-6,-1.5%,0,0,?
O=C(CCCSc1nc2ccccc2[nH]1)NC(c1ccccc1)c1ccccc1,-4,-4%,-4%,0,-8,0.1%,-10,-2,-1%
N#Cc1cc([N+](=O)[O-])ccc1NC(=O)CSc1n[nH]c(=O)n1C1CC1,nt,7%,-4%,15,5,1.4%,1,-9,-19%
CC(C)C(NC(=O)OC(C)(C)C)C(=O)N1CCCC1C(=O)NC(Cc1ccccc1)C(N)=O (stereo not drawn),nt,0%,10%,nt,nt,0.2%,2,nt,?
O=C(c1cc(S(=O)(=O)N2CCOCC2)ccc1F)N(CCc1ccccc1)Cc1ccccc1,5,0%,-6%,3,8,-0.9%,-1,17,6%
CN(c1ccc(OCC(=O)Nc2cc(Cl)ccc2C(=O)O)cc1)S(=O)(=O)c1ccc(F)cc1,nt,-14%,-3%,nt,nt,nt,-10,nt,-1%
O=C1c2ccccc2S(=O)(=O)N1Cc1cc(=O)n2ccsc2n1,-6,-4%,-5%,5,11,-0.9%,-5,-15,-9%
O=C(O)CCn1cc(/C=C2/NC(=S)N(c3ccccc3)C2=O)c(-c2ccccc2)n1,4,1%,-3%,2,-8,0.1%,-6,-4,0%
OC1CCCN(Cc2ccc3ccc4cccc5ccc2c3c45)C1 (stereo not drawn),-12,-16%,-2%,7,-22,1.3%,-1,-4,?
Cc1ccsc1CNc1ncnc2ccc(-c3c(C)noc3C)cc12,nt,-8%,-8%,nt,nt,nt,-5,nt,-1%
CCOC(=O)c1sc(Nc2cccc(C)c2C)nc1C,3,nt,nt,31*,-14,-0.5%,nt,19,nt
CCCCCCCCCCCC(=O)N/N=C/c1ccco1,6,4%,-4%,2,0,0.0%,-5,5,-4%
Cc1cc(C)n(CCN(C)C(=O)C2CCC(=O)N(CCN3CCOCC3)C2)n1 (stereo not drawn),2,-5%,-5%,3,8,-0.2%,-5,3,4%
COc1cc(NC(=O)CN(C)S(=O)(=O)c2ccc3c(c2)CCC(=O)N3)cc(OC)c1,-6,-1%,-1%,0,-3,-0.3%,3,4,-6%
CCn1cc(/C=N\NC(=O)Cc2ccc(Cl)cc2)cn1,-1,-6%,-1%,1,11,1.3%,-6,-7,-11%

# Part of the list above, reformatted.
mol | D1 PAM | Vif-APOBEC3G blk | GRP78 ERSR act | D1 agonist | D2 PAM | RXFP1 ag | LDHA inh | D1 antagonist | Vif-APOBEC3F blk
CC(C)C(NC(=O)OC(C)(C)C)C(=O)N1CCCC1C(=O)NC(Cc1ccccc1)C(N)=O (stereo not drawn) | nt | 0% | 10% | nt | nt | 0.2% | 2 | nt | ?
O=C(c1cc(S(=O)(=O)N2CCOCC2)ccc1F)N(CCc1ccccc1)Cc1ccccc1 | 5 | 0% | -6% | 3 | 8 | -0.9% | -1 | 17 | 6%
CN(c1ccc(OCC(=O)Nc2cc(Cl)ccc2C(=O)O)cc1)S(=O)(=O)c1ccc(F)cc1 | nt | -14% | -3% | nt | nt | nt | -10 | nt | -1%
O=C1c2ccccc2S(=O)(=O)N1Cc1cc(=O)n2ccsc2n1 | -6 | -4% | -5% | 5 | 11 | -0.9% | -5 | -15 | -9%
O=C(O)CCn1cc(/C=C2/NC(=S)N(c3ccccc3)C2=O)c(-c2ccccc2)n1 | 4 | 1% | -3% | 2 | -8 | 0.1% | -6 | -4 | 0%
OC1CCCN(Cc2ccc3ccc4cccc5ccc2c3c45)C1 (stereo not drawn) | -12 | -16% | -2% | 7 | -22 | 1.3% | -1 | -4 | ?
Cc1ccsc1CNc1ncnc2ccc(-c3c(C)noc3C)cc12 | nt | -8% | -8% | nt | nt | nt | -5 | nt | -1%
CCOC(=O)c1sc(Nc2cccc(C)c2C)nc1C | 3 | nt | nt | 31* | -14 | -0.5% | nt | 19 | nt

# Later entries
SMILES,D1 PAM,Vif-APOBEC3G blk,GRP78 ERSR act,D1 agonist,D2 PAM,RXFP1 ag,LDHA inh,D1 antagonist,Vif-APOBEC3F blk
Cc1cc(C)c(S(=O)(=O)N2CCCC(C(=O)NCc3ccncc3)C2)c(C)c1 (stereo not drawn),2,-3%,-4%,0,-1,-2.7%,-7,-8,1%
Cn1ncc(C#N)c1NC(=O)c1cc(-c2ccccc2Cl)on1,3,0%,0%,2,-16,2.8%,1,-7,5%
Cc1cccc(C(C)C)c1NC(=O)CN(C)Cc1cccc(F)c1,-2,1%,-1%,24,9,2.9%,2,-14,-11%
COCC(C)n1c(C)cc(C(=O)COC(=O)c2cc(=O)[nH]c3ccccc23)c1C (stereo not drawn),nt,-5%,-9%,nt,nt,nt,-5,nt,-3%
COc1ccc(-c2cc(C(=O)Nc3c(C)n(C)n(-c4ccccc4)c3=O)no2)cc1,-11&1,-7%&-7%,-3%&-1%,1&-1,1&-2,-1.6%&-0.2%,0&-2,4&3,1%&2%
Cc1sc2nc(C3CCCCC3)nc(SCC(=O)N3CC(=O)Nc4ccccc43)c2c1C,nt,0%,2%,nt,nt,7.2%,4,nt,-10%
CCOC(=O)c1cnc2c(ccc3ccccc32)c1Nc1ccc(OCC)cc1,0,0%,1%,-1,11,-1.8%,-4,9,0%
Cc1cc(C(C)(C)C)ccc1OCC(=O)N/N=C\c1c(C)n(C)n(-c2ccccc2)c1=O,-5,2%,-3%,1,-13,-0.2%,4,-6,-1%
COc1ccc(C2OCC3(CO2)SC(N)=NC3=O)cc1 (stereo not drawn),7,1%,-2%,-1,6,-0.1%,-4,0,6%
C=C(C)CSc1nnc2n(C)c(=O)c3c4c(sc3n12)CCC4,-1,2%,-1%,0,6,3.3%,-3,0,2%
Cc1cc(C)nc(/N=C2\NC(=O)CC(C(=O)O)N2c2ccc(Cl)cc2Cl)n1 (stereo not drawn),-5,0%,-1%,0,-2,0.7%,-6,8,-1%
COc1ccc(N2CCN(C(=O)CSCc3nc(-c4ccccc4Cl)oc3C)CC2)cc1,-5,0%,-7%,8,6,0.2%,10,-25,9%
COc1ccc(/C=N/NC(=O)CN2CCN(Cc3ccccc3)CC2)cc1Br,-1,0%,-9%,1,-9,-0.4%,-9,8,-1%
Nc1ccccc1/C=N\N=C/c1ccccc1N,nt,1%,3%,nt,nt,nt,-2,nt,8%
O=C(O)c1ccc(OCC2CCCO2)cc1 (stereo not drawn),-1,-2%,-2%,1,-5,1.7%,-4,-1,-5%
COC(=O)CCc1sc(NC2CCCCC2)nc1-c1ccc(OC)cc1,0,-1%,-4%,1,5,0.0%,-2,2,-5%
COc1ccccc1CN(C)C(=O)CNC(=O)c1cccc(Cl)c1,-2,-2%,-2%,3,0,3.5%,-3,12,20%
CC1CCCC(NC(=O)CCCCCn2c(=S)[nH]c3ccsc3c2=O)C1C (stereo not drawn),nt,-3%,-3%,nt,nt,nt,-7,nt,-5%
COc1ccc(NC(=O)CSc2nnc(Cn3nnc4ccccc43)n2C)cc1,-5,-1%,-7%,-2,-1,0.5%,0,7,-3%
Cc1cccc(Nc2nnc(SCC(O)=C(C#N)c3nc4ccccc4[nH]3)s2)c1,nt,?,6%,nt,nt,nt,-9,nt,?
C=CCn1c(SCC(=O)N(CC)CC)nc(O)cc1=O,1,2%,-4%,3,14,2.7%,0,-2,-1%
Cc1cn2c(nc(=O)c3cccnc32)s1,-5,5%,-3%,1,-24,11%,-2,-3,0%
CN(CCOc1ccccc1)C(=O)C1CCN(C(=O)c2ccc(Cl)cc2)CC1,-13,1%,-4%,4,-2,0.9%,-4,-3,0%

# Only part of the results is shown (hit frequency here may not be typical).
